ROS inducer: cancer cell ROS induction | 2% of 46,000 active | ROS induction (% of piperlongumine), % at 10 µM | U2OS ROS induction, H2DCF-DA fluorescence | AID 624156; in the data active = ROS induction above about 79%, passing the limit was not always enough;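 note: 0% = DMSO vehicle median and 100% = reference compound median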
* marks the source's active call; other numbers are inactive results; & = joins results of further samples.

SMILES	ROS inducer
CC1=NN(C(=O)CSc2nc3ccccc3s2)C(C)(O)C1 (stereo unspecified)	-14.0
O=C(Nc1ccccc1)Nc1cccc2ccccc12	-12.5
c1cnc(N2CCN(Cc3ccc4c(c3)OCO4)CC2)nc1	3.3&-12.5
c1ccc(-c2n[nH]c3ccccc23)cc1	-6.3
COc1ccc(S(=O)(=O)Nc2ccc3c(c2)C(=O)N([C@@H](C)CO)C[C@H](C)[C@@H](CN(C)CC2CC2)O3)cc1	-10.9
C[C@H]1CN([C@@H](C)CO)C(=O)c2cccc(NC(=O)Nc3ccccc3)c2O[C@@H]1CN(C)Cc1ccc(C(F)(F)F)cc1	46.4
CN1CCc2nc(SCC(=O)Nc3ccc(C(C)(C)C)cc3)c(C#N)cc2C1	40.9
C[C@@H]1CN([C@@H](C)CO)C(=O)c2cccc(NS(=O)(=O)c3ccc(F)cc3)c2O[C@@H]1CN(C)S(=O)(=O)c1cccs1	-10.9
C[C@@H]1CN([C@@H](C)CO)C(=O)c2cc(N(C)C)ccc2O[C@H]1CN(C)C(=O)NC1CCCCC1	-0.1
C[C@H]1CN([C@@H](C)CO)C(=O)c2cccc(NC(=O)Nc3ccc(C(F)(F)F)cc3)c2O[C@@H]1CN(C)Cc1ccc2c(c1)OCO2	9.0
CNC[C@H]1Oc2ccc(NS(=O)(=O)c3ccc(C)cc3)cc2C(=O)N([C@H](C)CO)C[C@H]1C	-3.3
Cc1ccc(S(=O)(=O)N(C)C[C@@H]2OCc3cn(nn3)CCCC(=O)N([C@@H](C)CO)C[C@H]2C)cc1	-0.8
CC(C)(C)c1cc(C(C)(C)C)n(-c2ccc(C(=O)NN)cc2)n1	-11.1
Cc1ccc(S(=O)(=O)CCN2CCN(c3ccccc3)CC2)cc1	11.8
C[C@@H]1CN([C@H](C)CO)C(=O)Cc2cc(NC(=O)Nc3ccc(F)cc3)ccc2O[C@@H]1CN(C)CC1CCCCC1	36.4
C[C@H]1CN([C@@H](C)CO)C(=O)CCCn2cc(nn2)CO[C@@H]1CN(C)S(=O)(=O)c1cccc(C#N)c1	-5.1
CC(Oc1ccc(Cl)cc1Cl)C(=O)NC1=NN(c2ccccc2)C(=O)C1 (stereo unspecified)	-9.6
COc1ccc(NC(=O)Nc2ccc3c(c2)CC(=O)N([C@@H](C)CO)C[C@H](C)[C@H](CN(C)S(=O)(=O)c2ccc(C)cc2)O3)cc1	22.4
C[C@H](CO)N1C[C@H](C)[C@H](CN(C)S(=O)(=O)c2ccccc2)Oc2ccc(NC(=O)C3CC3)cc2C1=O	-16.3
CCSC1=N/C(=C\c2cccc(F)c2)C(=O)S1	27.4
COc1ccc(NC(=O)N(C)C[C@@H]2Oc3ncc(-c4cc5ccccc5o4)cc3C(=O)N([C@H](C)CO)C[C@@H]2C)cc1	60.6
O=C1CC(Sc2nnc(-c3ccccc3O)o2)C(=O)N1c1ccccc1 (stereo unspecified)	-3.2
COc1c2c(cc3oc(=O)ccc13)OC(C)(C)C=C2	-11.1
Cc1nn(-c2ccccc2)nc1CNS(=O)(=O)c1ccc2c(c1)OCCN2C	-8.8
C[C@H](CO)N1C[C@H](C)[C@@H](CN(C)Cc2ccc(C(F)(F)F)cc2)Oc2ccc(NS(=O)(=O)c3ccc(Cl)cc3)cc2C1=O	54.2

The list goes on, overlapping the part above by 2 compounds.
SMILES	ROS inducer
Cc1nn(-c2ccccc2)nc1CNS(=O)(=O)c1ccc2c(c1)OCCN2C	-8.8
C[C@H](CO)N1C[C@H](C)[C@@H](CN(C)Cc2ccc(C(F)(F)F)cc2)Oc2ccc(NS(=O)(=O)c3ccc(Cl)cc3)cc2C1=O	54.2
CCC(C)/C=C/C1=CC2=C(Cl)C(=O)C3(C)OC(=O)C(C(=O)C(C)C(C)O)C3C2=CO1 (stereo unspecified)	14.9
C[C@H](CO)N1C[C@H](C)[C@H](CN(C)Cc2ccc(Oc3ccccc3)cc2)OCc2cn(nn2)CCCC1=O	4.5
Cc1ccc(S(=O)(=O)N(C)C[C@@H]2Oc3ccc(NC(=O)CCC(F)(F)F)cc3C(=O)N([C@@H](C)CO)C[C@@H]2C)cc1	-0.6
C[C@@H]1CN([C@H](C)CO)C(=O)CCCn2cc(nn2)CO[C@H]1CN(C)C(=O)NC1CCCC1	1.5
CCN(CC)c1ccc(/C=N/NC(=O)CCCCCCC(=O)Nc2ccccc2O)c(O)c1	-6.8
CCOc1cc(C(=S)N2CCOCC2)ccc1OC	-9.6
C[C@H](CO)N1C[C@H](C)[C@H](CN(C)C(=O)Nc2cccc3ccccc23)Oc2ncc(-c3ccc(F)cc3)cc2C1=O	2.9
COCCOC(=O)N1C(=O)[C@@]2(c3ccccc31)[C@H](C(=O)N1CCc3cc(OC)c(OC)cc3C1)[C@H]1C(=O)O[C@H](c3ccccc3)[C@H](c3ccccc3)N1[C@@H]2c1ccccc1OCCO	120.6*
COc1ccc(NC(=O)N(C)C[C@@H]2Oc3ccc(NC(=O)Cn4cnnn4)cc3C(=O)N([C@H](C)CO)C[C@H]2C)cc1	-11.3
Cc1ccc(C(=O)N/C(=C\c2cn(-c3ccccc3)nc2-c2ccccc2)C(=O)O)cc1	10.4
C[C@@H]1CN([C@H](C)CO)C(=O)c2cc(NC(=O)C3CC3)ccc2O[C@@H]1CN(C)C	-4.4
O=C(Nc1ccc2c(c1)OCO2)C(=S)NCc1ccccc1	10.1
Oc1cccc(-c2nc3ccc4ccccc4c3c3c2CCCC3)c1	-8.6
Nc1cc(-c2ccccc2)nn1S(=O)(=O)c1ccccc1	8.6
C[C@H](CO)N1C[C@H](C)[C@H](CN(C)CC2CCCCC2)Oc2ccc(NS(=O)(=O)c3ccccc3)cc2CC1=O	-0.8
CN1OC(COC(=O)c2cc(Cl)cc(Cl)c2)CC12C1CC3CC(C1)CC2C3 (stereo unspecified)	-2.4
c1ccc(C2CC(c3cccs3)n3nnnc3N2)cc1 (stereo unspecified)	-3.5
C[C@@H]1CN([C@@H](C)CO)C(=O)CCCn2cc(nn2)CO[C@@H]1CN(C)S(=O)(=O)c1cccc(F)c1	-24.3
O=C(CC1NCCNC1=O)Nc1cccc(C(F)(F)F)c1 (stereo unspecified)	63.7
O=C(O)c1c2c(nc3ccccc13)CCC(c1ccccc1)C2 (stereo unspecified)	-10.0
O=C(COc1ccc([N+](=O)[O-])cc1)Nc1cccnc1	0.1
CC(C)Oc1ccc(C(=O)NC(CC(=O)O)c2ccccc2)cc1 (stereo unspecified)	-6.1
Cc1ccc(S(=O)(=O)N(C)C[C@@H]2Oc3ccc(NC(=O)Nc4ccc(C(F)(F)F)cc4)cc3C(=O)N([C@@H](C)CO)C[C@@H]2C)cc1	-4.0
CNC[C@H]1Oc2ccc(NC(=O)Cc3ccccc3)cc2C(=O)N([C@@H](C)CO)C[C@@H]1C	-6.3
CCOC(=O)COc1ccc(C23CC4CC(CC(C4)C2)C3)cc1	-10.2

Some values from the list.
CC(Oc1ccc(Cl)cc1Cl)C(=O)NC1=NN(c2ccccc2)C(=O)C1 (stereo unspecified) in ROS inducer has -9.6
CCN(CC)c1ccc(/C=N/NC(=O)CCCCCCC(=O)Nc2ccccc2O)c(O)c1 in ROS inducer has -6.8
C[C@@H]1CN([C@H](C)CO)C(=O)CCCn2cc(nn2)CO[C@H]1CN(C)C(=O)NC1CCCC1 in ROS inducer has 1.5
COc1c2c(cc3oc(=O)ccc13)OC(C)(C)C=C2 in ROS inducer has -11.1
CN1CCc2nc(SCC(=O)Nc3ccc(C(C)(C)C)cc3)c(C#N)cc2C1 in ROS inducer has 40.9
O=C(COc1ccc([N+](=O)[O-])cc1)Nc1cccnc1 in ROS inducer has 0.1

(more compounds)
SMILES	ROS inducer
CC(=O)NCCc1nc2cc(NC(=O)c3ccco3)ccc2n1C	-7.9
S=C(Nc1ccc(Cl)cc1Cl)NC(Cn1ccnc1)c1ccccc1 (stereo unspecified)	-2.0
CN(CC(=O)Nc1cccc(I)c1)S(=O)(=O)c1ccc(Cl)cc1	0.1
N#CC1=C(N)OC(C2CC2)=C(C#N)C1c1ccccc1Cl (stereo unspecified)	15.9
O=C(COc1cc(O)c2c(=O)cc(-c3ccccc3)oc2c1)c1cccc([N+](=O)[O-])c1	6.7
COc1ccc(CN(C)C[C@@H]2Oc3ccc(NS(=O)(=O)c4ccc(Cl)cc4)cc3C(=O)N([C@@H](C)CO)C[C@H]2C)cc1	8.2
NNC(=O)CNC(=O)c1ccccc1	-0.1
O=C(NCC1CN(Cc2ccccc2)CCO1)c1ccc(N2CCOCC2)nc1 (stereo unspecified)	-3.4
COc1ccc(CCNC(=O)COc2ccc3c(=O)c(-c4ccccc4)coc3c2)cc1OC	8.1
CCSc1ncc(Cl)c(C(=O)Nc2sc3c(c2C(=O)NCC2CCCO2)CCCC3)n1 (stereo unspecified)	-0.6
OCCNC(=S)Nc1ccccc1	12.4
Cc1noc(C)c1NC(=O)N(C)C[C@@H]1Oc2ccc(NC(=O)Nc3ccc(C(F)(F)F)cc3)cc2CC(=O)N([C@H](C)CO)C[C@@H]1C	5.3
CNC[C@H]1Oc2ccc(NC(=O)CCN3CCOCC3)cc2CC(=O)N([C@@H](C)CO)C[C@H]1C	-1.4
Cc1cc(NC(=O)c2nn3cccnc3c2Cl)no1	-8.2
Cc1ccc(S(=O)(=O)Nc2cccc3c2O[C@@H](CN(C)C(=O)Nc2ccc(F)cc2)[C@H](C)CN([C@H](C)CO)C3=O)cc1	-6.1
COc1ccccc1-n1nnnc1SCC(=O)Nc1ccccc1F	2.2
C[C@@H]1CN([C@H](C)CO)C(=O)CCCn2cc(nn2)CO[C@@H]1CN(C)S(=O)(=O)c1ccc2ccccc2c1	37.5
COc1cc(CC2COC(c3ccc(O)c(OC)c3)C2COC2OC(CO)C(O)C(O)C2O)ccc1O (stereo unspecified)	8.8
C[C@H]1CN([C@@H](C)CO)C(=O)CCCn2nncc2CO[C@H]1CN(C)Cc1ccc(Cl)c(Cl)c1	41.6
C[C@H]1CN([C@@H](C)CO)C(=O)CCCn2cc(nn2)CO[C@@H]1CN(C)Cc1cccc(O)c1	43.5
C[C@@H]1CN([C@H](C)CO)C(=O)Cc2cc(NC(=O)Nc3cccc4ccccc34)ccc2O[C@H]1CN(C)Cc1ccc(Oc2ccccc2)cc1	33.9
CCCCc1ccc2nc(NC(=O)OC)[nH]c2c1	10.2
CNC[C@@H]1Oc2c(NC(=O)Nc3ccc(F)cc3)cccc2C(=O)N([C@H](C)CO)C[C@@H]1C	-14.6
CCOC(=O)C(C)N1C(=O)S/C(=C/c2ccc(-c3ccccc3C(=O)O)o2)C1=O (stereo unspecified)	-2.2
COC(=O)COc1ccc(NC(=O)c2ccc(OC)c([N+](=O)[O-])c2)cc1	117.7*

Brought forward from above: three compounds; new compounds follow.
SMILES	ROS inducer
CNC[C@@H]1Oc2c(NC(=O)Nc3ccc(F)cc3)cccc2C(=O)N([C@H](C)CO)C[C@@H]1C	-14.6
CCOC(=O)C(C)N1C(=O)S/C(=C/c2ccc(-c3ccccc3C(=O)O)o2)C1=O (stereo unspecified)	-2.2
COC(=O)COc1ccc(NC(=O)c2ccc(OC)c([N+](=O)[O-])c2)cc1	117.7*
CCOC(=O)N(C)C[C@H]1OCc2cnnn2CCCC(=O)N([C@H](C)CO)C[C@H]1C	2.6
FC(F)(F)c1ccc(-c2csc(-c3ccc(-c4csnn4)cc3)n2)cc1	-8.9
C[C@H]1CN([C@@H](C)CO)C(=O)Cc2cc(NC(=O)C3CCCCC3)ccc2O[C@H]1CN(C)CC1CCCCC1	12.2
COc1ccc(CN(C)C[C@@H]2OCc3cn(nn3)CCCC(=O)N([C@@H](C)CO)C[C@@H]2C)cc1	-8.8
Cc1ccc(S(=O)(=O)NCC(O)Cn2c3ccccc3c3ccccc32)cc1 (stereo unspecified)	-9.9
CC(C)CN(CC(C)C)C(=O)COc1ccc(C(C)(C)C)cc1	12.9
O=c1cc(CSc2cccc3cccnc23)c2ccc(O)cc2o1	14.8
Cc1noc(C)c1NC(=O)N(C)C[C@H]1OCCCC[C@@H](C)Oc2ccc(NC(=O)NC3CCCCC3)cc2C(=O)N([C@H](C)CO)C[C@@H]1C	-0.8
CC(C)(C)c1ccc(C(=O)Nc2ccc(NC(=O)c3ccccc3F)cc2)cc1	-12.6
C[C@H]1CN([C@@H](C)CO)C(=O)Cc2cc(NC(=O)Nc3ccc(C(F)(F)F)cc3)ccc2O[C@H]1CN(C)C(=O)Nc1cccc2ccccc12	5.5
C[C@H]1CN([C@@H](C)CO)C(=O)Cc2cc(NC(=O)Cc3cn(C)c4ccccc34)ccc2O[C@H]1CN(C)S(=O)(=O)c1cccs1	23.6
COc1ccc(S(=O)(=O)N(C)C[C@@H]2Oc3ccc(NC(=O)c4ccncc4)cc3C(=O)N([C@H](C)CO)C[C@H]2C)cc1	11.5
Cn1c(SCC(=O)Nc2cccc3ccccc23)nnc1-c1ccc(F)cc1	-12.4
Cc1c(Br)sc2sc(-c3ccnc(SCC(=O)NC(C)C)n3)c(C)c12	12.6
CC(C)NC(=O)N(C)C[C@H]1Oc2ccc(N(C)C)cc2CC(=O)N([C@H](C)CO)C[C@H]1C	-3.4
O=C(CSc1n[nH]c(-c2ccccc2)n1)Nc1ccccc1Cl	-6.1
Cc1noc(C)c1NC(=O)Nc1cccc2c1O[C@H](CN(C)S(C)(=O)=O)[C@H](C)CN([C@H](C)CO)C2=O	14.1
CC(C)C(C(=O)OC1CSCC1NC(=O)c1ccccc1)N1C(=O)c2ccccc2C1=O (stereo unspecified)	-0.9
Cc1cc(C(=O)Nc2cccc3c2O[C@@H](CN(C)C)[C@H](C)CN([C@@H](C)CO)C3=O)n(C)n1	0.3
O=C(Nc1sc2c(c1C(=O)N1CCOCC1)CCCCC2)c1ccccc1	-5.6
CC(C)NC(=O)Nc1ccc2c(c1)CC(=O)N([C@@H](C)CO)C[C@H](C)[C@H](CN(C)C(=O)NC1CCCCC1)O2	-5.6
COc1ccc(OC)c(S(=O)(=O)N2CCC(C(=O)Nc3ccc(Cl)c(C(F)(F)F)c3)CC2)c1	20.9
C=C(C(=O)O[C@H]1C/C=C(/C)C[C@H](O)[C@H]2[C@H](C)C(=O)O[C@@H]2/C=C\1C)[C@@H]1CCC(=C)[C@@H]2C[C@H](O[C@@H]3O[C@H](CO[C@H]4OC[C@](O)(CO)[C@H]4O)[C@@H](O)[C@H](O)[C@H]3O)C(=C)[C@@H]2C1	4.3
C[C@H](CO)N1C[C@H](C)[C@H](CN(C)S(=O)(=O)c2ccc(Cl)cc2)Oc2ccc(NS(=O)(=O)c3cn(C)cn3)cc2CC1=O	-9.8

These rows are one share of the data; count on the stated rates, not on these rows.
